# Bioassay records deposited in PubChem BioAssay by Sanford-Burnham Center for Chemical Genomics.
# TAG inh: triacylglycerol accumulation inhibition; actives 0.66% (n = 230,000); inhibition, % at 12.5 µM; H9c2 cells, Nile Red lipid (TAG) fluorescence; cells loaded with 200 µM oleic acid;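 active = pattern-corrected inhibition of lipid staining of at least 50% with the nuclear-stain viability signal not falling by more than 50%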;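 also: 0% = DMSO wells and 100% = triacsin C control wells; some results filed as inactive read as strong as hits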
# TAG inh DAPI viability: also measured in TAG inh; calls as there; DAPI nuclei signal change (viability), lower = more cytotoxic, %;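 whole-well DAPI fluorescence read on a plate reader as a viability signal; minus 50 percent equals half of cells still viable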
# * marks the source's active call; other numbers are inactive results. Some of the compounds tested; the hit share may differ from the screen's.
# Below each compound: TAG inh, TAG inh DAPI viability
COC(=O)c1ccc(NC(=S)NC(=O)c2cc(-c3ccccc3)nc3ccccc23)cc1
→ 2, 4
O=S(=O)(c1ccc(Cl)cc1)n1ccc2cccnc21
→ 15, -20
Cc1ccc(C)c(NS(=O)(=O)c2ccc3[nH]c(=O)[nH]c3c2)c1
→ -2, 2
Cc1cc(N)n(-c2ccc(Oc3ccccc3)c(S(=O)(=O)O)c2)n1
→ -10, 9
c1cc(-c2ccsc2)n2ccnc2c1
→ -14, 14
CCN(CC(=O)Nc1ccc2c(c1)OCCO2)C(=O)c1ccc(S(=O)(=O)N(C)C)cc1
→ 2, 0
COc1ccc(CCNC(=O)CCNC(=O)c2ccco2)cc1
→ 20, 2
O=C(Nc1ccc(Br)c(C(F)(F)F)c1)c1ccc(C(F)(F)F)cc1
→ 7, 1
CCN(CCCNC(=O)C1CCN(S(=O)(=O)c2cccc3nonc23)CC1)Cc1ccccc1
→ -1, 5
CCOc1cc2c(cc1/C=C(/C#N)c1ccc(C(=O)O)cc1)OCO2
→ -1, 0
Cc1cscc1NC(=O)/C=C/C(=O)O
→ -3, 12
O=C(CNc1ccc(C(F)(F)F)cc1[N+](=O)[O-])OCC(=O)c1ccccc1
→ 28, -4
C[C@@H]1CN([C@@H](C)CO)S(=O)(=O)c2ccc(Br)cc2O[C@@H]1CN(C)C(=O)c1ccccn1
→ 6, -4
CS(=O)(=O)N1CCC(C(=O)NCc2ccc3c(c2)OCO3)CC1
→ 5, -11
O=C(N/N=C/c1cc(Br)ccc1O)c1cccc(N2CCCC2=O)c1
→ 28, -12
COc1ccc(NC(=O)CN(C)C(=O)C2CC(=O)N(c3cccc4ccccc34)C2)cc1 (stereo unspecified)
→ 26, -3
COc1ccc(N(CC(=O)N/N=C/c2ccc3c(c2)OCO3)S(=O)(=O)c2ccc(NC(C)=O)cc2)cc1
→ -4, 0
COc1ccc(C)cc1C1=CC(=O)C[C@H](c2ccc(F)cc2)C1
→ -16, -5
O=C(O)C(Oc1ccc2c3c(c(=O)oc2c1)CCC3)c1ccccc1 (stereo unspecified)
→ -30, 2
Cc1nn(-c2ccccc2)c2c1C(c1cccs1)C(C#N)=C(N)O2 (stereo unspecified)
→ 16, -4
O=C(Nc1ccncc1)c1cccs1
→ -14, 1
CCCNC(=O)C1(C)CCN(Cc2csc(-c3ccc(Cl)cc3)n2)C1 (stereo unspecified)
→ 17, 4
Cc1ccc(C(=O)NN2CCOCC2)cc1
→ 3, 0
O=C(Nc1ccccc1)c1ccc(F)cc1F
→ 2, 11
CN1CCN(C(=O)c2cn(-c3ccccc3)nc2-c2cccs2)CC1
→ -5, 12
CC(C)C[C@@H](CN1C(=O)C(=O)NC[C@@H]1CC(C)C)NC(=O)Cc1ccccc1
→ -6, 5
COc1ccc(CCNC(=O)COc2ccc3c(C)cc(=O)oc3c2)cc1
→ 12, 9
CCOP(=O)(OCC)/C(=N/OC(=O)c1ccc(OC)cc1)C(N)=O
→ 13, -7
O=C(NCC1CCCO1)C(c1ccncc1)N(Cc1cccs1)C(=O)Cn1nnc(-c2ccc(F)cc2)n1 (stereo unspecified)
→ 19, -17
COc1cc(C(C(=O)Nc2c(C)cccc2C)N(C)C(=O)c2ccc(-n3cnnn3)cc2)ccc1O (stereo unspecified)
→ 2, -1
Cc1ccc(S(=O)(=O)N(C)CC(=O)N2CCCCCC2)cc1
→ -8, -2
CCC(CC)C(=O)N(C)c1c(C)nc2c(OCc3ccc(Cl)cc3Cl)cccn12
→ 12, -3
COc1ccc(-c2cc(C(F)(F)F)nc(-n3cc(Cl)cn3)n2)cc1
→ -24, 36
CC(C)c1c(O)nc(SCc2ccccc2)[nH]c1=O
→ -55, -3
CSc1nc(N)c2c3c(sc2n1)COC(C(C)C)C3 (stereo unspecified)
→ -2, -7
CCCN(C(=O)COC(=O)CNS(=O)(=O)c1ccc(NC(C)=O)cc1)C1CCS(=O)(=O)C1 (stereo unspecified)
→ -3, -3
CCOC(=O)C1(Cc2ccc(OC)cc2)CCN(C(=O)c2cncs2)CC1
→ -11, 2
Cc1cc(NC(=O)COC(=O)c2c(C)nn(-c3ccccc3)c2C)no1
→ 21, 11
COc1ccc(C(=O)Nc2ccc(S(=O)(=O)Nc3cc(C)nc(C)n3)cc2)cc1
→ 9, -14
CC(C)Cn1c(N)c(C(=O)CSc2nnc(-c3ccco3)n2C)c(=O)n(C)c1=O
→ -4, -2
COc1ccc(C2=Nn3c(nnc3-c3ccccc3C(F)(F)F)SC2)cc1OC1CCOC1 (stereo unspecified)
→ -10, -8
O=C(O)c1cccc(NS(=O)(=O)c2ccc(Cl)c(C(=O)Nc3cccc([N+](=O)[O-])c3)c2)c1
→ -5, 7
O=C(N/N=C/C=C/c1ccccc1[N+](=O)[O-])c1cccnc1
→ 12, -6
Clc1ccccc1OCCCCN1CCCCC1
→ -1, 1
CC(OC(=O)Cc1ccccc1[N+](=O)[O-])C(=O)Nc1ccc(Cl)cn1 (stereo unspecified)
→ 1, -8
CCSC1=N/C(=C\C=C2/Oc3ccccc3N2CC)C(=O)S1
→ -13, -4
O=C(O)c1ccc2c(c1)C(=O)N(c1ccc(C(=O)OCC(=O)c3ccccc3)cc1)C2=O
→ 0, -1
O=C(O)C1Nc2c(Cl)cc(Cl)c(Cl)c2C2C=CCC12 (stereo unspecified)
→ -7, 8
CNC(=O)c1[nH]cnc1C(=O)N[C@@H](CCCCNC(=O)OC(C)(C)C)C(=O)OC(C)(C)C
→ 18, -6
CC(CN1C(C)CCCC1C)OC(=O)c1ccc(Cl)cc1 (stereo unspecified)
→ -3, -6
NC(=O)C1CCN(CC(=O)N2N=CCC2c2ccccc2)CC1 (stereo unspecified)
→ -15, -6
NC(=O)c1cc(-c2cccnc2)nc2ccc(Br)cc12
→ 7, 0
C[C@H]1CN=C(N(C)C)N1CC1CCCCC1
→ -15, 5
O=C(CSc1ncc(C(F)(F)F)cc1Cl)N1CCNC1=O
→ 0, 3
NC1=NC(=O)/C(=C\c2cccs2)S1
→ -15, 4
CSCc1c(C(=O)Nc2ccccc2N2CCOCC2)oc2ccccc12
→ 2, 6
O=c1cc(O)n(-c2ccc(Cl)cc2)c(=S)[nH]1
→ -19, -14
Cc1ccc(CC(=O)O/N=C(\N)Cc2ccc([N+](=O)[O-])cc2)cc1
→ 9, -7
COc1cc(/C=C/C(=O)N2CCN(c3ccccn3)CC2)cc(OC)c1OC
→ 2, 1
CC(C)CCN(C(=O)c1cn2ccccc2n1)c1c(N)n(Cc2ccccc2)c(=O)[nH]c1=O
→ 0, -1

# (next part)
# Below each compound: TAG inh, TAG inh DAPI viability
CC(=O)N1CCN(C(=O)c2ccc3c(c2)OCO3)CC1
→ -8, -3
COC(=O)c1ccc(NC(=O)c2cn(-c3ccccc3)nc2-c2ccncc2)cc1
→ 33, -19
Cc1ccc(-c2nc(N)nc(N)n2)c(C)c1
→ 15, -3
COc1ccc([C@H]2CC(=O)C=C(c3cc4ccccc4s3)C2)cc1OC
→ 6, -3
C=CCn1c(=S)[nH]c2ccc(Br)cc2c1=O
→ 4, -8
Cc1ccc(Cl)c(OCC(=O)NC2CCN(Cc3ccccc3)CC2)c1
→ -10, 2
COc1ccc(Cl)cc1C(=O)NCC(c1ccco1)N1CCCC1 (stereo unspecified)
→ 16, 0
CCOC(=O)C1(CC2CCCCO2)CCN(Cc2ccccc2-c2ccco2)CC1 (stereo unspecified)
→ 6, -7
COc1cccc(N2CCN(c3nc(C)c(C)c(=O)[nH]3)CC2)c1
→ -1, 11
CC1(C)Cc2c(sc(NC(=O)COc3cccc4ccccc34)c2C#N)C(C)(C)N1
→ -32, 13
CCc1ccccc1NC(=O)CN1CCN(C(=O)c2cc(C3CC3)nn2-c2ccccc2)CC1
→ 8, 1
O=C(C=Cc1cccs1)c1cccs1
→ -7, 0
COc1cc(/C=C(\C#N)C(=O)N2CCOCC2)ccc1OCc1ccccc1
→ 1, 6
CCCOc1ccc(/C=N/NC(=O)C2CCCN2S(=O)(=O)c2ccc(Cl)cc2)cc1 (stereo unspecified)
→ -3, -5
O=C(C1Cc2ccccc2CN1C(=O)c1ccco1)N1CCN(c2ccccc2)CC1 (stereo unspecified)
→ 25, 0
COc1ccc(C)cc1NC(=O)Nc1ccncc1
→ -17, -3
COc1ccccc1/C=N/NC(=O)COCC(=O)N/N=C/c1ccccc1OC
→ -2, -4
COc1ccc(S(=O)(=O)N2CCN(C(=O)NC3CCCCC3)CC2)cc1
→ 4, -7
Cc1ccccc1NC(=O)Cc1nc(COC(=O)c2ccc(C(F)(F)F)cc2)cs1
→ -7, 4
CC(C)c1cn(C2OC(COC(=O)c3ccccc3)C(OC(=O)c3ccccc3)C2OC(=O)c2ccccc2)c(=O)[nH]c1=O (stereo unspecified)
→ -7, -15
COc1ccc(C2C3=C(COC3=O)Oc3cc4c(cc32)OCO4)cc1OC (stereo unspecified)
→ 48, -23
FC(F)(F)c1nnc2ccc(-n3ccnc3)nn12
→ 3, 5
CC(C)CCN1CCN(Cc2nc3ccccc3s2)CC1CCO (stereo unspecified)
→ -5, 4
CCCC(CCC)C(=O)NCCN1CCOCC1
→ 10, -3
O=C(CCS(=O)(=O)c1ccccc1)Nc1nc2ccc(F)cc2s1
→ 21, -10
CCC(=O)c1c[nH]c(C(=O)NCc2cccs2)c1
→ 13, 3
Nc1ccn(C2CCCCO2)c(=O)n1 (stereo unspecified)
→ 4, 9
O=C(CCNS(=O)(=O)c1ccccc1C(F)(F)F)N1CCN(C(c2ccccc2)c2ccccc2)CC1
→ -6, -4
CCn1c(C)[n+](Cc2ccccc2)c2ccc(Cl)cc21
→ 10, 0
c1ccc(-c2nc3ccccn3c2-c2ccccc2)cc1
→ 14, -1

# Part of the list above, in CSV form.
structure,TAG inh,TAG inh DAPI viability
Cc1ccc(Cl)c(OCC(=O)NC2CCN(Cc3ccccc3)CC2)c1,-10,2
COc1ccc(Cl)cc1C(=O)NCC(c1ccco1)N1CCCC1 (stereo unspecified),16,0
CCOC(=O)C1(CC2CCCCO2)CCN(Cc2ccccc2-c2ccco2)CC1 (stereo unspecified),6,-7
COc1cccc(N2CCN(c3nc(C)c(C)c(=O)[nH]3)CC2)c1,-1,11

# The listing picks up; the 5 compounds before the break are reprinted first.
# Below each compound: TAG inh, TAG inh DAPI viability
CCC(=O)c1c[nH]c(C(=O)NCc2cccs2)c1
→ 13, 3
Nc1ccn(C2CCCCO2)c(=O)n1 (stereo unspecified)
→ 4, 9
O=C(CCNS(=O)(=O)c1ccccc1C(F)(F)F)N1CCN(C(c2ccccc2)c2ccccc2)CC1
→ -6, -4
CCn1c(C)[n+](Cc2ccccc2)c2ccc(Cl)cc21
→ 10, 0
c1ccc(-c2nc3ccccn3c2-c2ccccc2)cc1
→ 14, -1
COc1ccc(-c2cc(C(F)(F)F)c(C#N)c(=O)[nH]2)cc1
→ 2, 5
NC(=O)c1cccnc1Nc1cccc([N+](=O)[O-])c1
→ -14, 6
CC(=O)NS(=O)(=O)c1ccc(NC(=O)/C=C/c2ccccc2Cl)cc1
→ -9, 5
CCOC(=O)c1cc2c(=O)n3ccccc3nc2n(CCOC)c1=NC(=O)c1c(-c2c(F)cccc2Cl)noc1C
→ 12, 17
CN(CC(=O)Nc1ccc(F)c(F)c1F)C(=O)CN1C(=O)NC2(CCCC2)C1=O
→ -6, -2
CN(C)c1ccc(C(=O)OCC(=O)N2CCOCC2)cc1
→ -7, 0
Cc1cc(C)c(C)c(C(=O)COC(=O)CNC(=O)CN2C(=O)c3ccccc3C2=O)c1C
→ -4, -9
CCN(c1ccccc1)S(=O)(=O)c1cc2c(cc1C)n(C)c(=O)c(=O)n2C
→ 1, -1
Cc1cc(C)cc(NC(=O)COC(=O)c2ccc3c(c2)OCCO3)c1
→ -29, 10
CC1(Cc2ccccc2C#N)C(=O)Nc2ccc(-c3ccccc3)cc21 (stereo unspecified)
→ 2, 5
CCOC(=O)N1CCN(C(=O)CSc2ccc3nnc(-c4ccncc4)n3n2)CC1
→ -13, -10
O=C(Nc1ccc(S(=O)(=O)NCC2CCCO2)cc1)c1ccccc1 (stereo unspecified)
→ -14, 1
CC(=O)N1Cc2cc([N+](=O)[O-])ccc2Oc2ccccc21
→ 7, 9
Brc1cccc(-c2n[nH]c(-c3ccccc3)n2)c1
→ 0, 1
CN(C)CC#CCOC(c1ccccc1)c1ccccc1
→ -15, 11
COC(=O)CSC1=C(C#N)C(c2ccc(Cl)cc2)C(C(=O)OC)C(=O)N1 (stereo unspecified)
→ -2, -6
Cc1ccc(S(=O)(=O)c2nc(-c3ccccc3Cl)oc2N2CCN(C)CC2)cc1
→ -11, 1
CCC1CC(C(=O)Nc2ccccc2)C(=O)O1 (stereo unspecified)
→ -1, -1
Cc1ccc2c(=O)n3c(nc2c1)C(Cc1ccccc1)NC(=O)c1cccnc1-3 (stereo unspecified)
→ 29, -6
O=C(NCC1CCCO1)C1CCN(C2CCN(C(=O)C3CCCCC3)CC2)CC1 (stereo unspecified)
→ 9, -14
O=C(CSc1nc2ccccc2o1)NC1CCCC1
→ 16, -14
COc1cc(C(O)CO)ccc1O (stereo unspecified)
→ -8, 8
COc1ccc(-c2c(-c3ccsc3)oc(=O)c3cc(OC)c(OC)cc23)cn1
→ 3, 5
CCOC(=O)C1CCN(C(=O)c2cc(S(=O)(=O)N3CCCCC3)ccc2C)CC1
→ 0, 9
CC[C@]12c3[nH]c4cc(CCC(=O)N(C)C)ccc4c3CCN1C(=O)[C@@H](CC(=O)NCCCn1ccnc1)C[C@@H]2C(=O)N1CCN(C(=O)C2CC2)CC1
→ -3, 4
CN(C)CCCN(C(=O)c1ccc(N2C(=O)CCC2=O)cc1)c1nc2c(F)cccc2s1
→ -2, 2
CC(c1ccccc1)n1cc(C(=O)NCc2ccncc2)nn1 (stereo unspecified)
→ 8, -5
Cc1ccc(/C=N/Nc2ncnc3nc[nH]c23)cc1
→ 11, -1
OC[C@H]1O[C@@H](c2nc(-c3ccc4c(c3)CCO4)no2)[C@H](O)[C@@H](O)[C@H]1O
→ 6, -3
